MLL CXXC-DNA inh: MLL CXXC-DNA interaction inhibition; Q03164; MLL-CXXC / FITC-HOXA9 DNA fluorescence polarization; Potency, µM (highest dose often 115 µM), without a hit: at the highest dose activity change, negative = inhibition, usual class: inhibitors; 290,000 compounds, 0.037% hits; AID 2662; active means well fitted inhibition curve with a large enough effect in the polarisation, with a control signal flat, not every such curve was filed as active; inconclusive means small, poorly fitted or top-dose-only effect, or effect the other way, or a change in a side signal; inactive means no such curve, though single readings can be large or run the other way; the % refers to the polarisation; further: potency means the concentration at half of the fitted maximal effect
Target sequence (Q03164 whole entry, looked up): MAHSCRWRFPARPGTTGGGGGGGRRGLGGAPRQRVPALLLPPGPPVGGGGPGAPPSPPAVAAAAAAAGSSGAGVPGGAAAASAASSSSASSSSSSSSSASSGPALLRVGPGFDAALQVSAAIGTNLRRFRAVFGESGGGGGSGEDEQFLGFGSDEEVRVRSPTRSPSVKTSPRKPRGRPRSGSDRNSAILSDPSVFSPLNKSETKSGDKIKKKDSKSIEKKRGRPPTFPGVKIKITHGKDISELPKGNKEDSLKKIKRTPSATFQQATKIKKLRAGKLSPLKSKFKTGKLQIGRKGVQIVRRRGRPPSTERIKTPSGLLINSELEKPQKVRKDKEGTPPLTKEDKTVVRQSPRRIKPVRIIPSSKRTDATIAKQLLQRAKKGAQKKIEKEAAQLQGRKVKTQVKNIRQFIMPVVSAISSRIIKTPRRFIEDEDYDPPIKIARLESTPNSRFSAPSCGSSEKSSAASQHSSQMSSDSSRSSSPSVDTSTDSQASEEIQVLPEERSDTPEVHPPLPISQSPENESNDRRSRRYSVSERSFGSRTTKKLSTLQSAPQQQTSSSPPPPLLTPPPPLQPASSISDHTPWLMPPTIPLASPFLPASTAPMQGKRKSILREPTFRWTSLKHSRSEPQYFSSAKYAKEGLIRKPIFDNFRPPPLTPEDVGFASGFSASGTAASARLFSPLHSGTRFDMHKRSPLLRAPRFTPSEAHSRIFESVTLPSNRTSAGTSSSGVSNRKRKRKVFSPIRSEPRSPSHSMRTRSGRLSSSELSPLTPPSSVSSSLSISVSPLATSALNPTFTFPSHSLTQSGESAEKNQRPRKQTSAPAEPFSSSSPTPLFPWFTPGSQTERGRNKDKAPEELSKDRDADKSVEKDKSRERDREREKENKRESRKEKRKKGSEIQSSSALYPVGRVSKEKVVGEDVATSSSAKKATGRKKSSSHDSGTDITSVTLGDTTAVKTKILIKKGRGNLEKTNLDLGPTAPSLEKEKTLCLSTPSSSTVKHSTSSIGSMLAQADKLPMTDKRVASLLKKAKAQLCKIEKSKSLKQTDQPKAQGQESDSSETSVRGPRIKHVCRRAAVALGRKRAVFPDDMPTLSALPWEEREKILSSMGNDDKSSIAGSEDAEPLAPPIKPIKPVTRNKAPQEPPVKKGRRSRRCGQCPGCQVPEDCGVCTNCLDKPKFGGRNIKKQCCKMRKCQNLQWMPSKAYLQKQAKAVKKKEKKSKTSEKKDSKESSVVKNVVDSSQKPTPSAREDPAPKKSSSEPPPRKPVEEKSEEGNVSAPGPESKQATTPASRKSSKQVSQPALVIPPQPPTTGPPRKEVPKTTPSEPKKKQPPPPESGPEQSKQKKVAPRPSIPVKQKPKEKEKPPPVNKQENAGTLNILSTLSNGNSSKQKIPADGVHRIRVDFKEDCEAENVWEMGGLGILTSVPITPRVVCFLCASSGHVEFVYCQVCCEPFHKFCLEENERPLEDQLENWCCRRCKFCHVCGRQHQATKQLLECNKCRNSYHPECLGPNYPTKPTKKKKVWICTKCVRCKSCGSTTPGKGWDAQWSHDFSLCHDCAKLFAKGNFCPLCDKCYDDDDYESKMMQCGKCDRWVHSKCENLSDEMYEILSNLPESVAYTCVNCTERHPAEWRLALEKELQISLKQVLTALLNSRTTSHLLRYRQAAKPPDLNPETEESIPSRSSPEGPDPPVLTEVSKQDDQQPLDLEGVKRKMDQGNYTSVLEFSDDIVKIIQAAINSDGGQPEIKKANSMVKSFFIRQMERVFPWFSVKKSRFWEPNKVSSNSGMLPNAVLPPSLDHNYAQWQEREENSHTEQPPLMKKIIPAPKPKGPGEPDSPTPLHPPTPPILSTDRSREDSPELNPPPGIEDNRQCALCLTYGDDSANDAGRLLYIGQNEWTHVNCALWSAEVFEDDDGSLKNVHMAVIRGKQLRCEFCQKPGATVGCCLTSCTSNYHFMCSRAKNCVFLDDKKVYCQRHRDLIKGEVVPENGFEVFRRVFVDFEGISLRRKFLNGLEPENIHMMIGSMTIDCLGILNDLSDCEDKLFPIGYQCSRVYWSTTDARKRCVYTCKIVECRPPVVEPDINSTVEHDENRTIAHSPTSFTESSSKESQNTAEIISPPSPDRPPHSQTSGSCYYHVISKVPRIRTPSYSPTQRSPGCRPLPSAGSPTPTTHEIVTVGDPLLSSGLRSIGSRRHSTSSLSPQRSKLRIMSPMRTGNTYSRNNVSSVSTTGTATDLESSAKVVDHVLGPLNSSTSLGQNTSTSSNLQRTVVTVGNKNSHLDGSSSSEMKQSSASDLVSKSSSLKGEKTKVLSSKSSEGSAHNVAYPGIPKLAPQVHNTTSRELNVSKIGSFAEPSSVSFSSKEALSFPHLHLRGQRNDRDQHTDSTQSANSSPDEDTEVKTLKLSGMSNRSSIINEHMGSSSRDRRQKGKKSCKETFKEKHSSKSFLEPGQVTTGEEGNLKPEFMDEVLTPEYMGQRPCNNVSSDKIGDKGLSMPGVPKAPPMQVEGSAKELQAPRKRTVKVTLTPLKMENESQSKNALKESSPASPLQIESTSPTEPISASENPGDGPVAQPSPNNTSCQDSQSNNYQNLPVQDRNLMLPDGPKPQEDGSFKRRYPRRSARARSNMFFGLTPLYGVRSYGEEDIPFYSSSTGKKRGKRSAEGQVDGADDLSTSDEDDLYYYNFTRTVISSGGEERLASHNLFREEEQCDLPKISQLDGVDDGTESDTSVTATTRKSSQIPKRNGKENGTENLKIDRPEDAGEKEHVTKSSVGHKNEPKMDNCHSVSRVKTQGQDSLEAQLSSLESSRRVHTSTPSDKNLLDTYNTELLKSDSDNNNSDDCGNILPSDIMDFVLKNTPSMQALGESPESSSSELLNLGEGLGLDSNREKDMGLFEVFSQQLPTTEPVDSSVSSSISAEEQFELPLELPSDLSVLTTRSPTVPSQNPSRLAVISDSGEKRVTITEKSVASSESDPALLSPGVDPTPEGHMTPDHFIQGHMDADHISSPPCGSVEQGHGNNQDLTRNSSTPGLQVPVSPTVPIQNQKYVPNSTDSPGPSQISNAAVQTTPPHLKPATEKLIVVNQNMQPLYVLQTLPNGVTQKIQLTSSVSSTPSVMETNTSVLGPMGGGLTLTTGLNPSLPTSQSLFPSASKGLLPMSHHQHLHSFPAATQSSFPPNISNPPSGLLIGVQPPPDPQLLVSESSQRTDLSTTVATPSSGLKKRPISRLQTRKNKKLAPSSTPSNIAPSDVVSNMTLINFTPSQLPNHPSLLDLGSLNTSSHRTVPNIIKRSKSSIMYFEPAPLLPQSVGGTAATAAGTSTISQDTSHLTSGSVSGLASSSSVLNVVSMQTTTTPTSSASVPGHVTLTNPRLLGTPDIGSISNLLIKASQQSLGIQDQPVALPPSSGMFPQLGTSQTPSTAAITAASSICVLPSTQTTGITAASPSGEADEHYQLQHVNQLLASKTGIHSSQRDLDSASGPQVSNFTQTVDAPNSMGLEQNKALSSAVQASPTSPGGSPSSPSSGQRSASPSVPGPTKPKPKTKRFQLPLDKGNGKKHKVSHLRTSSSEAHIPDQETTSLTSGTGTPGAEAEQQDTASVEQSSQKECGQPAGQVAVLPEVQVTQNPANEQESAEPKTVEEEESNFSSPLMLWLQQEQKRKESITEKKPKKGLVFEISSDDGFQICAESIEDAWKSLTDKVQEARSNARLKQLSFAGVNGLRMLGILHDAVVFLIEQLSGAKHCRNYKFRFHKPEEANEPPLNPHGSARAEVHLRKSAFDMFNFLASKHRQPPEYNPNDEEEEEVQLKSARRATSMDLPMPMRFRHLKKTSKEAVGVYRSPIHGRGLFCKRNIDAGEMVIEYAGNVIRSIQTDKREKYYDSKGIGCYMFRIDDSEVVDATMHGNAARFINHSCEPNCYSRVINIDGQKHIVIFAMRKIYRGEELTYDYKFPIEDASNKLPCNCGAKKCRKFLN
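Purified MLL-CXXC (added from a 7 uM solution) was preincubated 5 min at ambient with pinned compounds in 50 mM Tris-HCl pH 7.5, 50 mM NaCl, 1 mM DTT, 0.05% BSA. Fluorescein-labeled HOX-A9 DNA (50 nM solution) followed, 30 min, then polarization read.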
A-T KAP1 phos: candidate therapy for ataxia-telangiectasia; Potency, µM (highest dose often 57.5 µM), for the others: at the highest dose activation, actives largely listed as activators; 320,000 compounds, 0.19% hits; […] A-T fibroblasts, KAP-1 phosphorylation AlphaLISA; neocarzinostatin DNA damage 30 min before lysis; further: potency means the concentration at half of the fitted maximal effect; % of control where 0% means no effect; nearly all actives have a fitted effect of over 45% in size
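hTERT-immortalized A-T patient fibroblasts ([…]), 500 cells/well in OPTI-MEM, 1% FBS, got compounds for 60 min, then NCS for 30 min at 37C. Lysates were then assayed for phospho-KAP-1 by AlphaLISA (anti-pKAP1 donor, anti-KAP1 acceptor beads), 6 hr at 25C.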
Tb PFK inh: blocks T. brucei phosphofructokinase; O15648; 330,000 compounds, 0.17% hits; Potency, µM (doses to about 57.5 µM), inactives show top-dose activity, negative = inhibition, usual class: inhibitors; T. brucei PFK, ADP-Glo luminescence;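 further: potency means the concentration at half of the fitted maximal effect; 0% = uninhibited 1x PFK enzyme wells and -100% = no-enzyme wells; nearly all actives have a fitted effect of over 60% in size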
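Luminescent ADP detection (ADP-Glo, two-step: ATP depletion then ADP-to-ATP conversion for luciferase) reported PFK activity after 45 min room-temperature reaction of 1.25 nM enzyme with 0.5 mM F6P and 0.1 mM ATP at pH 8.0.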
Chronic BCR inh: chronic active BCR signaling inhibition; AID 493014; 340,000 compounds, 0.05% hits; Potency, µM (series often up to 46.1 µM), without a hit: at the top dose ratio change, negative = lower green/red ratio, hits mostly inhibitors; ABC-DLBCL IkBa-CBG/CBR reporter, luminescence ratio, 4 h; active means well fitted inhibition curve with a large enough effect in the signal ratio, with a control signal flat, not every such curve was filed as active; inconclusive means small, poorly fitted or top-dose-only effect, or effect the other way, or a change in a side signal; the % refers to the signal ratio;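 further: potency means the concentration at half of the fitted maximal effect; plate controls were basal doxycycline-induced cells for no effect and cells given 10 µM MG132 for full effect; MG132 reads +100%, hits lower the ratio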
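Compounds up to 46 uM were incubated four hours with TMD8 cells whose green CBG68 luciferase is fused to IkappaBalpha; red CBR luminescence normalised the signal, and concentration-effect curves were fitted to fusion, red and ratio data.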
TSHR antag: blocks TSH signaling through the human TSH receptor; TSHR-expressing cells, TSH-stimulated cAMP HTRF, 2 h; active compounds read low; activity change, negative = inhibition, % at 11.5 µM; 330,000 compounds, 0.2% hits;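 active means activity change below a set negative limit, meaning inhibition stronger than a set level, cut at about -70% in these data; inconclusive means activity change between two set negative limits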; further: on the % scale 0 is the no-effect control and ±100 the full control effect
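Freshly harvested TSHR cells receive pin-tooled compound, then EC80 TSH at 4nM final. After 2 hours at 37 deg C, antibody in lysis buffer and cAMP-d2 are added; 30 minutes at ambient temperature precede the HTRF read.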
TCR activator: T cell receptor activation; primary human leukocytes, anti-CD3, IL-2 HTRF, 48 h; Potency, µM (doses to about 9.22 µM), inactives show at the top dose activation of IL-2 secretion, usual class: activators; 330,000 tested, under 10 active; further: % of control where 0% means no effect
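1) Mix primary human leukocytes, a-CD3 beads and compound. 2) Incubate 48 hr. 3) Add HTRF IL-2 reagents (a-IL-2-K, a-IL-2-d2).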
GALK inh: inhibitors of human galactokinase; Purified GALK, Kinase-Glo residual ATP luminescence; P51570; AID 1868; 270,000 compounds, 0.007% hits; Potency, µM (series often up to 57.5 µM), inactives show top-dose activity change, negative = inhibition, most hits filed as inhibitors; further: potency means the concentration at half of the fitted maximal effect; on the % scale 0 is the no-effect control and ±100 the full control effect
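Quantitative HTS: GALK 5 nM, ATP 35 uM, galactose 100 uM, 1 h room temperature, then luciferase-based ATP detection.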
KCNH2 WT inh: inhibitors of human wildtype KCNH2 potassium channel; Q12809; U2OS, BacMam KCNH2, thallium flux FluxOr; active compounds read low; activity change, % at 1.84 µM; 340,000 compounds, 0.37% hits; AID 720551;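 active means maximum activity change below -70%; inconclusive means maximum activity change between -70% and -50%; inactive means maximum activity change above -50%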; further: on the % scale 0 is the no-effect control and ±100 the full control effect
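U2OS cells were transduced with wild-type KCNH2 virus (2.03 x 10^8 / mL) for 4 h at room temperature, then cultured overnight at 37 C. Thallium flux was read with FluxOr dye. Rate constants were normalized to DMSO controls.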
FBPA coupling cs: counter-screen for Giardia aldolase inhibitors: coupling enzyme system; coupling enzyme system counterscreen, AmpLite Red fluorescence; activity change, negative = inhibition, % at 58.2 µM, hits read low; 290,000 compounds, 0.67% hits; AID 2472; in the data active means activity change below about -30%; further: on the % scale 0 is the no-effect control and ±100 the full control effect
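Counterscreen of the coupled detection system alone, without aldolase: glyceraldehyde-3-phosphate coupling enzymes plus AmpLite Red readout. Compounds at 57.5 uM final, 10 min RT preincubation, 20 min RT reaction, fluorescence 525/598 nm.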
Giardia killer: kills Giardia lamblia | Giardia lamblia trophozoite viability | 340,000 compounds, 0.15% hits | AID 540267 | activity change, % at 7.66 µM, hits read low; in the data active means activity change below about -80%; inconclusive means between about -30% and that limit;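 further: parasites exposed to compound for two days anaerobically before the ATP read; on the % scale 0 is the no-effect control and ±100 the full control effect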
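Anaerobic 48 hrs incubation at 37 deg C of 100 trophozoites/well with test compounds; ATPLite 1-Step luminescence, 15-30 min RT, reports cellular ATP as viability.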
* hit, by the source's call; ? = inconclusive; nt = no result given; [ ] = another dose, or the depositor's remark. Unless noted, the call rests on the fitted dose curve; in most records, active means well fitted curve in the direction sought with a large enough effect; inconclusive means small, poorly fitted or top-dose-only effect, or another doubt; inactive means no such curve, though single readings can be large; an effect the other way counts as inactive or inconclusive.

SMILES	MLL CXXC-DNA inh	A-T KAP1 phos	Tb PFK inh	Chronic BCR inh	TSHR antag	TCR activator	GALK inh	KCNH2 WT inh	FBPA coupling cs	Giardia killer
CN(CC1CCCN(CCc2ccc(Cl)cc2)C1)C(=O)C(=O)c1ccco1 (stereo not drawn)	?	-4%	-4%	-1%	0	1%	4%	-23	nt	-15
Cc1ccccc1C(=O)Nc1cccc(NC(=O)c2ccc(-c3ccc(Br)cc3)o2)c1	33%[activator]	1%	2%	-8%	-3	-7%	-4%	1	0	-1
Oc1ccc(/C=N/Nc2ccc(C(F)(F)F)cn2)cc1	0%	15%	0%	?	-1	-5%	7%	1	-3	-1
Oc1ccc2ccccc2c1/C=N/c1nccs1	?	-8%	-19%	?	-3	nt	0%	-1	nt	-7
COc1ccc(NCC(=O)N2CCCC2)cc1Cl	0%	-1%	0%	2%	4	-5%	3%	-3	2	-13
Cn1c(SCC(=O)N2CCc3ccccc32)nnc1-c1ccc(S(=O)(=O)N2CCCC2)cc1	3%	5%	-2%	3%	9	13%	1%	5	1	11
COc1ccc(/C=N\NC(=O)c2ccccc2OC)cc1COc1ccccc1C	12%	nt	0%	-2%	-19	-1%	5%	20	4	0
CCCC(C)C(=O)Nc1ccncc1 (stereo not drawn)	-1%	-1%	-2%	0%	-1	9%[46.1 µM]	-3%	21	-1	-5
O=C(Nc1ccn(Cc2ccccc2)n1)c1cccc(Cn2cc([N+](=O)[O-])cn2)c1	10%	20%	-7%	?	0	-3%[46.1 µM]	1%	-3	-1	-26
CCOC(=O)c1ccc(NC(=O)Nc2ccc3c4c(cccc24)C(=O)N3CC)cc1	-19%	1%	1%	-10%	2	4%	2%	-5	-1	2
CC1CCN(CC(=O)Nc2cccc(Cl)c2)CC1	2%	2%	-7%	4%	8	4%	13%	-9	-1	1
CSc1cc(N2CCOCC2)nc(-c2ccccc2Cl)n1	8%	4%	4%	-2%	-7	-5%[46.1 µM]	2%	-2	1	-1
O=C(Cn1cnc2c(NC(=O)OCc3ccccc3)ncnc21)NCCN1CCOCC1	nt	1%	-2%	-1%	3	2%	nt	-9	nt	?
COc1ccc(S(=O)(=O)N2CCc3ccccc3C2)cc1	3%	0%	1%	?	10	-12%	-3%	5	3	-11
CCN(CC)S(=O)(=O)c1cc(NC(=O)CN2C(=O)NC3(CCCc4ccccc43)C2=O)ccc1C (stereo not drawn)	-5%	-3%	7%	-5%	7	1%[46.1 µM]	0%	-12	0	-11
O=C(CCl)N(CCCNC(=O)C(F)(F)F)c1ccc([N+](=O)[O-])cc1	-22%	-18%	-9%	16%	3	0%	2%	5	1	-2
CCCC(=O)N1CCN(c2ccc(NC(=O)C(C)(C)C)cc2)CC1	2%	4%	-1%	-10%	1	2%	3%	-3	3	-14
COc1ccccc1CNCc1cc(OC)c(OC)c(OC)c1	-2%	3%	1%	9%	-1	-4%	0%	3	0	-3
COc1cc(NC(=O)c2cccc(C)c2)c(Cl)cc1[N+](=O)[O-]	7%	-1%	4%	3%	-5	1%[46.1 µM]	1%	2	-6	-6
CCN1C(=NCC(C)C)N[C@@H](c2ccccc2)[C@H](C(=O)OC)[C@H]1C	7%	3%	-1%	?	-4	nt	nt	nt	0	nt
N/C(=N\OC(=O)CCCc1ccccc1)c1ccccc1	37%[activator]	19%	3%	?	-19	-17%	-4%	0	nt	24
CN(CC(=O)Nc1ccccc1C(F)(F)F)C(=O)C1CC1	nt	1%	-9%	4%	-2	-1%	nt	-7	nt	13
NC(=S)Cc1nc(-c2ccc(Cl)cc2)cs1	-6%	2%	-10%	-7%	9	-9%	0%	-4	1	13
O=C(NCCCN1CCCCC1)c1ccc(CS(=O)c2ccc(Cl)cc2)o1 (stereo not drawn)	8%	5%	-2%	2%	6	-2%	4%	-16	nt	-26
COc1ccc(NC(=O)COC(=O)C2CC2)c(OC)c1	nt	4%	4%	-2%	26	6%	nt	0	nt	17

Single records, from the list above. Screens in order: MLL CXXC-DNA inh	A-T KAP1 phos	Tb PFK inh	Chronic BCR inh	TSHR antag	TCR activator	GALK inh	KCNH2 WT inh	FBPA coupling cs	Giardia killer
Oc1ccc2ccccc2c1/C=N/c1nccs1 reads ?	-8%	-19%	?	-3	nt	0%	-1	nt	-7
Oc1ccc(/C=N/Nc2ccc(C(F)(F)F)cn2)cc1 reads 0%	15%	0%	?	-1	-5%	7%	1	-3	-1
CCN1C(=NCC(C)C)N[C@@H](c2ccccc2)[C@H](C(=O)OC)[C@H]1C reads 7%	3%	-1%	?	-4	nt	nt	nt	0	nt
CC1CCN(CC(=O)Nc2cccc(Cl)c2)CC1 reads 2%	2%	-7%	4%	8	4%	13%	-9	-1	1

2 records drawn at random from the list so far:
SMILES	MLL CXXC-DNA inh	A-T KAP1 phos	Tb PFK inh	Chronic BCR inh	TSHR antag	TCR activator	GALK inh	KCNH2 WT inh	FBPA coupling cs	Giardia killer
CN(CC1CCCN(CCc2ccc(Cl)cc2)C1)C(=O)C(=O)c1ccco1 (stereo not drawn)	?	-4%	-4%	-1%	0	1%	4%	-23	nt	-15
COc1cc(NC(=O)c2cccc(C)c2)c(Cl)cc1[N+](=O)[O-]	7%	-1%	4%	3%	-5	1%[46.1 µM]	1%	2	-6	-6

Next part.
SMILES	MLL CXXC-DNA inh	A-T KAP1 phos	Tb PFK inh	Chronic BCR inh	TSHR antag	TCR activator	GALK inh	KCNH2 WT inh	FBPA coupling cs	Giardia killer
Cc1ccccc1OCC(=O)Nc1ccc(S(=O)(=O)Nc2ccccn2)cc1	34%[activator]	7%	-3%	-18%	-7	-4%[46.1 µM]	0%	0	3	-3
COCCCn1cnc2c(c1=O)c1nc3ccccc3nc1n2-c1ccc(C)cc1	3%	5%	-1%	0%	-8	8%	6%	2	1	-10
CCn1c(SCC(=O)N(C)C)nc2cc(S(=O)(=O)N3CCOCC3)ccc21	nt	1%	-1%	2%	26	-5%	nt	-3	nt	0
CC(C)N(C(=O)Cn1c(SCC(=O)Nc2nccs2)nc2ccccc21)C(C)C	-17%	-1%	0%	-9%	13	-4%[46.1 µM]	1%	-1	1	4
COc1ccc(CN(C(=O)/C=C/c2ccccc2Cl)C2CCS(=O)(=O)C2)cc1 (stereo not drawn)	-2%	25%	-7%	-8%	19	0%	4%	1	-5	-22
O=C(Nc1cc2c3c(c1)CC(=O)N3CCC2)c1ccc(F)cc1	nt	-8%	0%	?	-5	4%	nt	3	nt	3
Cc1c[nH]c2cccc(OCC(O)CNC(C)(C)C)c12 (stereo not drawn)	6%	-2%	0%	?	-7	3%	2%	-12	-35*	1
CCc1ccc(NC(=O)CC2C(=O)N(c3cccc(OC)c3)C(=O)N2CCOC)cc1 (stereo not drawn)	1%	-9%	0%	1%	-4	-6%	3%	-21	1	-9
COc1ccc(C2CC(=O)Nc3cc(OC)c(OC)cc32)cc1Br (stereo not drawn)	1%	1%	2%	?	6	-1%	-2%	-11	2	-28
CC(C)Cc1nnc(NC(=O)c2cccc(S(=O)(=O)N3CCOCC3)c2)s1	nt	1%	1%	-3%	-14	-6%	nt	1	nt	31[activator]
Nc1c(-c2ccccn2)cnn1-c1nc(-c2ccc(F)cc2)cs1	27%	11%	2%	?	16	0%	0%	-8	1	-12
COc1ccc(N2CCN(C(=O)CCN3C(=O)c4ccccc4S3(=O)=O)CC2)cc1	-8%	-4%	2%	0%	-3	5%	0%	-5	0	5
O=C(Nc1ccc(Cn2cccn2)cc1)c1ccc(COc2ccc(Br)cc2)cc1	17%	0%	-3%	7%	-12	0%	0%	-6	2	-8
CN(C)S(=O)(=O)c1ccc(Cl)c(NC(=O)CN2CCN(c3ccccn3)CC2)c1	-3%	1%	-7%	?	-4	12%	-4%	-3	-2	-8
CCN(CC)CCN(C(=O)c1ccc(Br)s1)c1nc2cc3c(cc2s1)OCO3	98%[activator]	1%	-4%	-16%	-3	3%	1%	-9	-2	-9
CSc1nc(N)nc(N(C)C)n1	-3%	1%	1%	-13%	15	4%	-1%	0	-1	-19
O=C(NC1CCCCC1)C(c1ccccc1F)N(C(=O)c1csnn1)C1CCCC1 (stereo not drawn)	-10%	21%	7%	-9%	45	2%	-1%	-1	0	-19
CCOC(=O)C1(CCOC)CCN(Cc2nc(C(C)C)cs2)CC1	12%	2%[11.5 µM]	0%	-1%	-13	-6%	1%	0	3	5
CCC(CC)N=C1NS(=O)(=O)c2cc([N+](=O)[O-])ccc21	-1%	4%	1%	6%	5	10%	1%	15	-6	-14
